PAFAH1B2 FP inh: blocks human PAF acetylhydrolase 1b catalytic subunit 2; P68402; recombinant PAFAH1B2, FP-rhodamine activity probe, fluorescence polarization; inhibition, % at 3.39 µM; 1.2% of 340,000 active;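 active means inhibition above the mean of all tested compounds plus 3 SD, cut at about 24% in these data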;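 further: 0% = enzyme with DMSO and 100% = wells lacking PAFAH1B2; many of its hits are not listed in these tables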
LYPLA1 counter: counter-screen for PME1 inhibitors: inhibitors of human LYPLA1; O75608; recombinant LYPLA1, FP-Rh probe fluorescence polarization; inhibition, % at 5.9 µM; 0.16% of 320,000 active; AID 2174;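 active means inhibition above the mean of all tested compounds plus 3 SD, set per campaign, cut at about 14% in these data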;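 further: inhibitors block serine hydrolase probe labeling of LYPLA1 so polarization falls; 0% = enzyme with DMSO and 100% = wells lacking LYPLA1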
PAFAH1B3 inh: inhibitors of human PAFAH1B3. 0.28% of 340,000 active. Q15102. inhibition, % at 3.39 µM. recombinant PAFAH1B3, FP-rhodamine probe, fluorescence polarization;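 active means inhibition above the screen-wide average of all tested compounds plus 3 SD, cut at about 25% in these data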;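 further: 0% = enzyme with DMSO only and 100% = wells lacking PAFAH1B3 protein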
Target sequence (Q15102 whole entry, looked up): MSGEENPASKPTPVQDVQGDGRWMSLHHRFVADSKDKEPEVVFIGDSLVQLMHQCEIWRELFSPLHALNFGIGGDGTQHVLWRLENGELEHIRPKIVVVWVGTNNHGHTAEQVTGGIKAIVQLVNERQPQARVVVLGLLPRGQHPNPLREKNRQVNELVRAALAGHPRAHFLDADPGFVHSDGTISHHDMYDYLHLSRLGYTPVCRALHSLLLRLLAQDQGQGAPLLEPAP
PAFAH2 FP inh: inhibitors of human PAFAH2; Q99487; recombinant PAFAH2, FP-rhodamine activity probe, fluorescence polarization; inhibition, % at 3.39 µM; 0.99% of 340,000 active;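 active means inhibition above the mean over all tested compounds plus 3 SD, cut at about 30% in these data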;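 further: inhibitors block probe labeling of enzyme so polarization drops; 0% = enzyme with DMSO and 100% = wells lacking PAFAH2 protein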
GSTO1 inh: blocks human GSTO1 in RBBP9 counter-screen; P78417; recombinant GSTO1, activity-based probe fluorescence polarization; inhibition, % at 5.96 µM; 1.1% of 300,000 active;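 active means inhibition above the campaign mean inhibition plus 3 SD, cut at about 35% in these data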;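 further: 0% = GSTO1-1 with DMSO and 100% = wells lacking GSTO1-1 enzyme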
LYPLA2 counter: counter-screen for PME1 inhibitors: inhibitors of human LYPLA2 | recombinant LYPLA2, FP-Rh probe fluorescence polarization | inhibition, % at 5.9 µM | 0.38% of 320,000 active | AID 2177;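 active means inhibition above the screen-wide mean plus 3 SD, limit set per campaign, cut at about 26% in these data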;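 further: 0% = LYPLA2 with DMSO and 100% = wells lacking LYPLA2 enzyme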
Target sequence (O95372 whole entry, looked up): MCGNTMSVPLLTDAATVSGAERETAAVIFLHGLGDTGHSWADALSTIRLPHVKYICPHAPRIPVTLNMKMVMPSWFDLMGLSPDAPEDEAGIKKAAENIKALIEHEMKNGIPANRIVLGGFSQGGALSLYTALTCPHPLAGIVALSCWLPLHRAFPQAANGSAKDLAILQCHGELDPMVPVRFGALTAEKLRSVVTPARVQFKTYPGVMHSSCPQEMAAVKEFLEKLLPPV
PAD4 FP inh: blocks human protein arginine deiminase 4; inhibition, % at 6.36 µM; 0.41% of 330,000 active; Q9UM07; recombinant PAD4, RCA probe fluorescence polarization;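 active means percent inhibition above a cutoff equal to the mean of all tested compounds plus 3 SD, cut at about 15% in these data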;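 further: 0% = PAD4 with RCA probe and DMSO and 100% = probe without PAD4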
pPAFAH FP inh: inhibitors of human plasma PAF acetylhydrolase (pPAFAH). Q13093. recombinant pPAFAH, FP-rhodamine probe fluorescence polarization. inhibition, % at 3.39 µM. AID 463082. 1.5% of 330,000 active;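 active means inhibition above the mean inhibition across the screen plus 3 SD, cut at about 25% in these data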;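 further: inhibitors block binding of the rhodamine activity-based probe so polarization drops; 0% = enzyme with DMSO and 100% = wells lacking pPAFAH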
Target sequence (Q13093 whole entry, looked up): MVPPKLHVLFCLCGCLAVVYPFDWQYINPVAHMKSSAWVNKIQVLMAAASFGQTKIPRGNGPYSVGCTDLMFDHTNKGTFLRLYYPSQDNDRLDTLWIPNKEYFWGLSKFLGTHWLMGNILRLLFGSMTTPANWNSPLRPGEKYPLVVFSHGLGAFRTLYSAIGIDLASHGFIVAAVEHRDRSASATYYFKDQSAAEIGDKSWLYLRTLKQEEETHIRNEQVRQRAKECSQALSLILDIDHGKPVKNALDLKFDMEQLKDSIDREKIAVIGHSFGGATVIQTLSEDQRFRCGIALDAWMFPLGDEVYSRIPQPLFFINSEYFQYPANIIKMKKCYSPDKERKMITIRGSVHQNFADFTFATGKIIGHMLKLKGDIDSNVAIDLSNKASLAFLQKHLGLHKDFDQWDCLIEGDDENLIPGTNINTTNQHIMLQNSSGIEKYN
PME-1 inh: blocks human protein phosphatase methylesterase 1 | 0.53% of 320,000 active | Q9Y570 | recombinant PME-1, FP-Rh probe fluorescence polarization | AID 2130 | inhibition, % at 5.9 µM;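 active means inhibition above the campaign mean of all compounds plus 3 SD, cut at about 26% in these data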;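 further: competitive labeling of PME-1 active site by serine hydrolase directed probe; 0% = PME-1 with DMSO and 100% = wells lacking PME-1 enzyme; inhibitors block probe labeling so polarization falls and inhibition rises; many of its hits are not listed in these tables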
Starred values were filed as active, the others as inactive; . = not tested or not shown. A portion of the library; rates above refer to the full screens.

Each structure is followed by: PAFAH1B2 FP inh	LYPLA1 counter	PAFAH1B3 inh	PAFAH2 FP inh	GSTO1 inh	LYPLA2 counter	PAD4 FP inh	pPAFAH FP inh	PME-1 inh
Cc1cccc(C(=O)OCC(=O)NCC2CCCO2)c1O (stereo not given)
 : -3	1	-5	2	.	-1	2	5	3
COCCN1CCN(Cc2nc(C3(c4ccc(C)cc4)CCCC3)no2)CC1
 : 20	1	4	0	-7	5	-1	3	9
O=C(O)CCCC(=O)Nc1nncs1
 : 1	0	2	-4	14	0	5	2	1
CCN(CC)CCCN(C(=O)c1ccc(F)cc1)c1nc(-c2ccc(OC)cc2)cs1
 : 6	4	7	1	3	1	-1	4	2
Cc1ccc(CSC2=Nc3sccc3C3=NC(=O)CN23)cc1
 : 5	-7	13	8	5	-6	0	27*	-4
CN(C)S(=O)(=O)c1ccc(C(=O)NCCN2C(=O)S/C(=C\c3cccnc3)C2=O)cc1
 : 3	6	4	5	-5	12	1	2	2
Cc1c(C)c(C)c2[nH]c(=S)[nH]c2c1C
 : .	2	.	.	-2	2	-10	-6	0
C=CCNc1oc(-c2ccc(OC)cc2)nc1C#N
 : 3	1	1	3	-8	6	2	4	2
Cn1nccc1C(=O)N1CCN(C23CC4CC(CC(C4)C2)C3)CC1
 : 3	-1	3	-2	-2	-1	-1	3	2
COc1ccc2c(c1OC)C(=O)OC2N1C(=O)CC[C@H]1C(=O)NCC1CCCO1 (stereo not given in full)
 : 7	2	1	0	3	6	-6	2	1
COc1ccccc1N1CCN(C(=O)c2ccc3c(=O)n(Cc4ccco4)c(=S)[nH]c3c2)CC1
 : 0	-12	5	7	1	-1	-1	2	2
COc1ccccc1OCC(=O)Nc1ccc(N2CCOCC2)cc1N1CCOCC1
 : 1	-3	4	2	.	2	-3	-1	0
COc1cccc(CN2CCN(c3ncccn3)CC2)c1
 : -1	0	3	3	-6	9	-2	2	6
Cc1cc(NC(=O)CSc2nc3c(c(=O)n(C)c(=O)n3C)n2C(C)C)no1
 : -1	1	2	-1	5	-7	2	8	4
Cc1ccc(C2=N/C(=C/N3CCOCC3)C(=O)O2)cc1
 : 11	5	9	-14	5	5	-5	8	1
CN(C)S(=O)(=O)NCC1CCCN(Cc2ccc(-c3ccccc3)cc2)C1 (stereo not given)
 : 0	-2	10	-1	3	0	-3	6	4
Cc1ccc(CNS(=O)(=O)c2cc3c(cc2C)N(C)CCO3)cc1
 : 5	0	6	-5	5	1	2	4	2
CCCc1ccc(C(=O)NNc2cc(Cl)ccc2Cl)cc1
 : -5	-3	10	-5	-9	-11	2	2	-6
O=C(COc1ccccc1)Nc1ncccn1
 : -4	4	5	-3	1	3	1	-2	-1
OCCC1CN(C2CCN(c3ccccc3F)CC2)CCN1Cc1ccccc1 (stereo not given)
 : 0	2	-5	-1	4	-3	-2	-1	5
CN(CCOc1ccccc1)C(=O)c1cc(S(=O)(=O)N2CCCCC2)ccc1Cl
 : 6	0	8	6	3	4	-1	8	15
CCc1nc2nc(C)c(NS(=O)(=O)c3cccs3)c(=O)n2[nH]1
 : -2	0	7	-6	-3	-5	2	2	-6
O=C(NCc1ccncc1)C1CCN(S(=O)(=O)c2ccccc2)CC1
 : 4	1	-3	1	-3	7	-1	2	0
O=C1c2ccccc2C(=O)N1CC(O)COCc1ccccc1 (stereo not given)
 : 6	1	13	1	-1	2	2	2	-3
Cc1cc(C)n2nc(-c3ccccc3)cc2n1
 : 10	-3	0	-2	-5	-5	-5	1	3
Cc1ccc2[nH]c3c(c2c1)CN(C(=O)CN1CCN(c2cccc(C)c2C)CC1)CC3
 : -2	0	10	-2	-3	1	-8	6	8
COc1ccc(NC(=O)CSc2ncn[nH]2)c([N+](=O)[O-])c1
 : -1	-2	-15	-1	11	1	1	0	4
Cn1c(-c2ccco2)nc2cc3ccccc3cc21
 : -1	-1	3	13	2	-3	-6	3	-4
COc1ccc2cc(CCOC3CCCCO3)ncc2c1 (stereo not given)
 : 6	-1	7	-1	.	-2	-4	-1	-1
COc1ccc(-n2nc(C(=O)NCC(=O)N3CCN(c4ccccn4)CC3)c3ccccc3c2=O)cc1OC
 : 0	2	4	-7	-2	3	-2	3	3
Cc1cc(-c2ccc(C)c(S(=O)(=O)NCCN3CCC(C)CC3)c2)on1
 : 11	2	1	5	-1	13	-3	-1	-3
COc1ccccc1Nc1nnc(SCC(=O)N2CC(=O)Nc3ccccc32)s1
 : 5	-5	7	-7	3	-5	-2	-3	0
O=C(Nc1ncnc2sc3c(c12)CCCCC3)c1ccccc1
 : 2	1	4	-9	0	5	-1	3	1
Cc1cc(C)c2nc(-c3ccccn3)cc(C(=O)N3CCCC3)c2c1
 : -2	2	11	3	4	2	1	8	1
CCn1c(SCC(=O)Nc2ccc(F)cc2)nnc1C1CC1
 : 0	-4	-1	5	0	-3	0	-6	11
Cc1ccc(S(=O)(=O)N2CCCN(C(=O)CNC(=O)c3cccc(C)c3)CC2)cc1
 : -3	2	5	-6	.	8	-3	-3	5
COc1ccc(C(=O)Nc2ccccc2C(=O)NCC2CCCO2)cc1 (stereo not given)
 : -1	-4	1	-3	-1	-4	-3	-3	-3
O=C(CCCSc1nc2ccccc2[nH]1)NCc1ccccc1F
 : 8	1	10	11	2	-7	-1	-1	-5
CCOC(=O)C1(CC2CCCCO2)CCN(Cc2cn[nH]c2-c2cccc(F)c2)CC1 (stereo not given)
 : -2	1	5	-1	-7	-4	1	-4	0
COc1ccc(OC)c(S(=O)(=O)N2CCCC(C(=O)NCc3ccncc3)C2)c1 (stereo not given)
 : 2	2	4	1	13	-4	3	2	-2
CCOc1ccccc1NC(=S)NC(=O)C1CC1
 : 0	2	8	-1	2	-5	-3	-1	5
CCC(C)N1CCN(C(=O)C2CCN(S(=O)(=O)c3c(C)noc3/C=C/c3ccco3)CC2)CC1 (stereo not given)
 : -2	-2	-5	-1	-2	-1	-6	-2	-6
COCc1cc(C)nc2sc(C(=O)N3CCCCC3)c(N)c12
 : -3	-2	-1	-3	1	1	-9	-12	-5
COc1cccc(CNC(=O)CCC2CCCN(C(=O)c3ccoc3)C2)c1 (stereo not given)
 : -1	-2	5	-6	1	1	0	6	-4
COc1cc(Cl)c(S(=O)(=O)N2CCOCC2)cc1Cl
 : 4	0	10	-17	-5	9	0	7	7
FC(F)(F)c1ccccc1CN1CCC(Cc2ccccc2)CC1
 : 3	-1	1	-1	7	-2	-1	4	-4
O=c1c2ccccc2nc(CSc2ncnc3nc[nH]c23)n1-c1cccc(C(F)(F)F)c1
 : 2	-1	1	-6	-4	7	3	-4	-4
O=C(c1ccc2c(c1)OCO2)N1CCN(c2cccc(C(F)(F)F)c2)CC1
 : 2	-2	3	9	0	-1	-2	0	3
CC(C)C(NS(=O)(=O)c1ccc2c(c1)oc(=O)n2C)C(=O)N1CCN(Cc2ccccc2)CC1 (stereo not given)
 : 2	2	7	3	5	8	-2	4	-3
COc1ccc(S(=O)(=O)Nc2ccccc2C(=O)N2CCCC2)cc1OC
 : 1	-1	-5	-2	1	-1	-2	5	6

Other results:
Each structure is followed by: PAFAH1B2 FP inh	LYPLA1 counter	PAFAH1B3 inh	PAFAH2 FP inh	GSTO1 inh	LYPLA2 counter	PAD4 FP inh	pPAFAH FP inh	PME-1 inh
CC1(C)CC(N2CCC(=O)NC2=S)CC(C)(C)N1
 : -1	3	-5	-3	4	14	-2	-1	-1
CC(=O)Nc1ccc(S(=O)(=O)Nc2nnc(C(C)(C)C)s2)cc1
 : 0	-3	1	-4	8	-8	-3	-4	3
CCOC(=O)c1ccc(NC(=O)Cn2nnc(-c3ccc(C)cc3)n2)cc1
 : 1	2	-4	-8	-4	2	6	1	1
Cc1cccc(NC(=O)c2c([N+](=O)[O-])cnn2C)c1
 : 2	2	6	-3	-4	-1	-5	-4	-5
O=C(NNC(=O)c1ccc(-c2ccccc2)cc1)Nc1ccccc1
 : -3	-2	-3	-2	-7	-8	-5	-2	-12
COc1cc(C(=O)Nc2ccc(S(=O)(=O)NC(C)(C)C)cc2)cc(OC)c1OC
 : 6	-3	12	1	1	-1	6	4	-2
COc1ccc2cc1Oc1ccc(cc1)C[C@H]1c3c(cc(OC)c4c3Oc3c(ccc5c3[C@H](C2)N(C)CC5)O4)CCN1C
 : 6	.	5	5	.	.	-4	2	.
COC(=O)C1=C(O)/C(=C\c2cc(C)n(-c3ccccc3C)c2C)N=C1C
 : 0	-4	1	7	3	-7	-6	11	1
CCOc1ccc(S(=O)(=O)N2CCOCC2)cc1[N+](=O)[O-]
 : 5	7	0	1	3	13	-5	0	0
CC(=O)Nc1ccc(S(=O)(=O)N2c3ccccc3NC(=O)CC2C)c(Cl)c1 (stereo not given)
 : .	1	.	.	6	2	-2	2	0
C=CCN(C(=O)c1oc2c(Cl)cc(C)cc2c1C)C1CCS(=O)(=O)C1 (stereo not given)
 : 0	0	3	0	-4	9	0	6	5
O=c1oc2ccccc2c(NCCc2ccccc2)c1[N+](=O)[O-]
 : 6	-2	-4	1	-1	2	-4	1	0
COc1ccc2nc(SCC(=O)Nc3ccc(S(=O)(=O)N4CCCC4)cc3)c(C#N)cc2c1
 : -7	-33	-17	-40	-14	-56	-4	-27	-23
O=C(/C=C/c1cccc(Cl)c1)NCCN1CCOCC1
 : -1	-4	9	-8	1	4	1	4	1
N/C(=N\OC(=O)c1cc(Cl)ccc1Cl)c1ccccn1
 : 4	-2	-2	0	-4	5	1	6	0
O=C(c1ccc(Cn2cc([N+](=O)[O-])cn2)o1)N1CCCCCC1
 : 3	0	-1	-7	-1	8	4	-6	-3
